mIAP act = increases mouse intestinal alkaline phosphatase activity; 330,000 tested, 0.24% active; activation factor at 10 µM; muIAP, CDP-Star luminescence, 30 min; hits give high values; 1 = vehicle-only enzyme signal, 0 = enzyme-free wells;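 active = activation factor of at least 2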; note: the source names both 10 and 20 µM as test concentration; values of inactives mirror those of a sister screen read the other way
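Assay system: mouse IAP enzyme; reagent: chemiluminescent substrate CDP-Star; dosing: test compounds delivered from DMSO solution; schedule: 30 min at room temperature; measured by: luminescence from enzymatic CDP-Star hydrolysis; controls: DMSO-only wells and no-enzyme negative control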
GRIN3A LBD mod = NR3A (human) ligand-binding domain modulation. NR3A LBD differential scanning fluorimetry, Tm shift; 0% = protein alone, 100% = glycine-bound protein. Tm shift relative to glycine control, % at 25 µM. 340,000 tested, 2.5% active. AID 1259313;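 active = melting temperature shift of at least 10% of the positive control shift, at one fixed dose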
MPTP block = inhibitors of mitochondrial permeability transition pore. inhibition, % at 10 µM. 360,000 tested, 1.4% active. AID 602449. isolated mouse mitochondria, Ca2+ swelling absorbance, 30 min;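 active = inhibition of 50% or more, scaled per plate between neutral and stimulator controls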;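 note: 0% = DMSO wells given calcium and 100% = 1 mM EGTA wells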
A3A deaminase = inhibitors of human APOBEC3A DNA deaminase; inhibition, % at 20 µM; recombinant A3A, FAM/TAMRA ssDNA deamination fluorescence; 330,000 tested, 0.41% active; P31941; AID 493011;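 active = at least 40% inhibition at 20 µM here, with at most 30% in a related deaminase screen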;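 note: plate controls were A3A with DMSO for no effect and wells lacking A3A enzyme for full effect; some results filed as inactive read as strong as hits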
Target sequence (P31941 whole entry, looked up): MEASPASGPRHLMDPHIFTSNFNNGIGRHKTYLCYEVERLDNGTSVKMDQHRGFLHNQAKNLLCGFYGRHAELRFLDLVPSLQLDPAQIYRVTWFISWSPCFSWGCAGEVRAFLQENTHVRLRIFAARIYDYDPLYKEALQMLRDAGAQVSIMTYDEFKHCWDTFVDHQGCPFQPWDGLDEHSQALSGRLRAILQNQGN
A3G deaminase = APOBEC3G (human) deaminase inhibition. recombinant A3G, ssDNA deamination FAM/TAMRA fluorescence. inhibition, % at 20 µM. 330,000 tested, 0.28% active;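 active = inhibition of at least 40% at 20 µM, with no more than 30% in the related APOBEC3A deaminase screen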;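 note: plate controls were DMSO wells with A3G for no effect and wells lacking A3G enzyme for full effect; some compounds called inactive have numbers as strong as hits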
Target sequence (Q9HC16 whole entry, looked up): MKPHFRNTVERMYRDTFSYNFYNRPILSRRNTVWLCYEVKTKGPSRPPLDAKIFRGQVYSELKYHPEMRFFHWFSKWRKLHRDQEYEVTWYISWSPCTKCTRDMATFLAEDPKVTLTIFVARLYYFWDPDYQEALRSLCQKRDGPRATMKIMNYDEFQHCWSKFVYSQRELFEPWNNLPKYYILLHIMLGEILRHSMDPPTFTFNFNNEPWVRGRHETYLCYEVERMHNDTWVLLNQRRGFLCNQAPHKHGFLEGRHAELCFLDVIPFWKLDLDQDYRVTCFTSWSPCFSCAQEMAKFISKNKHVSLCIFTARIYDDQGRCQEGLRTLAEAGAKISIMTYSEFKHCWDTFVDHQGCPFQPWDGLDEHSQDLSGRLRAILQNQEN
beta cell repl = inducers of beta-cell replication in MIN6 cells. proliferation, % at 10 µM. MIN6 cells proliferation, ATPlite luminescence, 48 h; cells starved in 0.2% serum; 100% = growth in 10% serum. 330,000 tested, 0.29% active;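 active = compounds whose signal lies at least 3.5 SD above the mean of all wells on their plate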;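 note: 0% = DMSO-treated cells in low-serum medium and 100% = 10% serum control; some compounds called inactive have numbers as strong as hits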
hIAP activ = human IAP activation; P09923; purified human IAP, CDP-Star luminescence, 30 min; hits give high values; 1 = vehicle-only enzyme, 0 = enzyme-free background; activation factor at 10 µM; 330,000 tested, 0.16% active;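 active = activation factor of the enzyme at least 2-fold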; note: the source names both 10 and 20 µM as test concentration; values of inactives mirror those of a sister screen read the other way
Target sequence (P09923 whole entry, looked up): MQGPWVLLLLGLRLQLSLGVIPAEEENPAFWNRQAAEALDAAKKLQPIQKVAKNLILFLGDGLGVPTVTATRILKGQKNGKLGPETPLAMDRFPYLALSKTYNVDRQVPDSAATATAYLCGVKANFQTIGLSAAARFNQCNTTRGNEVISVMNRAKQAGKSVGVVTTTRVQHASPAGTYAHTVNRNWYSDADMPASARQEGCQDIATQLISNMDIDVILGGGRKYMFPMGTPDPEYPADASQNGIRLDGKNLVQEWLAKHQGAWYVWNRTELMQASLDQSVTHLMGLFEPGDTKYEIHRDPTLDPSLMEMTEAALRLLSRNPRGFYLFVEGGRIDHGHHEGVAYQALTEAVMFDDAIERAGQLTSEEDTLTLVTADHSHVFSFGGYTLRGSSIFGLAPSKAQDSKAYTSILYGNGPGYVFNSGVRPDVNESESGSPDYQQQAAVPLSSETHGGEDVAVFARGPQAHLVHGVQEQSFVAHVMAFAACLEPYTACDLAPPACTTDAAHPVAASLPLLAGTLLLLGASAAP
mIAP inh = blocks mouse intestinal alkaline phosphatase; purified mouse IAP, CDP-Star luminescence, 30 min; inhibition, % at 10 µM; 330,000 tested, 0.2% active; AID 2806;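 active = inhibition of at least 40% at 10 µM in the primary screen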;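 note: plate controls were DMSO with enzyme for no effect and no enzyme wells for full effect; values of inactives mirror those of a sister screen read the other way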
hIAP block = blocks human intestinal alkaline phosphatase | 330,000 tested, 0.12% active | inhibition, % at 10 µM | AID 2544 | purified IAP, CDP-Star luminescence, 30 min;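 active = inhibition reaching a set limit with compound at 10 µM in the primary screen, cut at about 35% in these data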;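 note: plate controls were DMSO wells with enzyme for no effect and no-enzyme buffer wells for full effect; values of inactives mirror those of a sister screen read the other way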
Numbers without * were called inactive; · = not tested or not shown.

Results follow in this order: mIAP act, GRIN3A LBD mod, MPTP block, A3A deaminase, A3G deaminase, beta cell repl, hIAP activ, mIAP inh, hIAP block
CCOc1ccccc1CN1CCN(C2CCSCC2)CC1CCO (stereo not given)
  1.03, -0.4, -1.4, -3.0, -4.2, 2.2, 1.03, -2.9, -3.2
O=[N+]([O-])c1ccc2sc(SCc3nc4ccccn4c3Br)nc2c1
  0.859, ·, ·, -3.5, -9.0, 0.0, 0.93, 14.1, 7.0
Cc1ccccc1-c1nnnn1C1CCS(=O)(=O)C1 (stereo not given)
  0.931, -1.0, 0.1, -0.6, -2.5, 6.2, 1.04, 6.9, -3.6
CC(=O)c1ccccc1NC(=O)C1CCCN(C(=O)c2ccc(Cl)cc2)C1 (stereo not given)
  0.86, -1.6, -0.9, -1.5, -5.8, -1.5, 0.994, 14.0, 0.6
O=C(NC(=O)c1ccccc1F)OCc1ccc(Cl)cc1Cl
  0.94, 1.5, 4.4, 2.9, 5.3, -2.7, 1.3, 6.0, -30.0
CC1CCCC(C)N1C(=O)c1ccc(S(=O)(=O)NCc2ccco2)cc1 (stereo not given)
  1.02, -1.7, -0.2, -6.2, -1.3, 0.1, 1.06, -2.5, -6.3
CCOC(=O)c1csc(NC(=O)COc2ccc(Cl)cc2Cl)n1
  1.02, -6.3, 5.4, -1.5, -12.9, -2.9, 1, -2.5, -0.2
O=C(c1ccc(Cl)cc1)c1cnc(Nc2ccccc2Cl)s1
  0.912, -7.1, 4.7, -3.2, -7.0, -5.3, 1.08, 8.8, -7.9
COc1ccc(NC(=O)c2sc3ncn(CC(=O)N4CCCCC4)c(=O)c3c2C)cc1OC
  0.997, 0.8, -0.5, -4.0, -3.8, 0.0, 0.877, 0.3, 12.3
Cc1ccc(NC(=O)c2cnccn2)nc1
  0.869, 0.6, 0.3, -0.9, -4.4, -1.2, 1, 13.1, -0.1
COC(=O)c1sc(S(=O)(=O)N2CCN(c3ccccc3F)CC2)c(C(=O)OC)c1C
  0.963, 3.3, -1.5, -1.8, -5.7, -2.1, 0.85, 3.7, 15.0
CN(C)c1ccc(CN(Cc2ccco2)C(=O)c2ccco2)cc1
  1.11, -1.6, 0.6, -6.1, -3.2, -1.8, 0.932, -10.7, 6.8
O=C(Nc1nc2c(s1)CCCC2)c1cccnc1
  0.989, 0.9, 0.3, -5.9, -5.7, -1.4, 0.991, 1.1, 0.9
O=C(NCc1ccccc1)c1ccc(S(=O)(=O)N2CCCc3ccccc32)cc1
  0.906, -8.6, 14.6, -4.0, -6.1, -5.4, 1.03, 9.4, -2.9
COCCn1c(C)cc(C(=O)COC(=O)C2CC(=O)N(CCc3ccc(OC)c(OC)c3)C2)c1C (stereo not given)
  1.03, 1.6, -2.4, 1.8, -0.8, -0.4, 0.959, -2.7, 4.1
O=C(Cc1ccc(Br)cc1)NCCc1ccc(F)cc1
  1.16, -1.8, 0.4, -6.7, -5.1, -1.4, 1.17, -15.8, -16.7
Cc1c(N2C(=O)/C(=C\c3ccccc3O)SC2=S)c(=O)n(-c2ccccc2)n1C
  0.856, 0.1, 1.2, -1.5, 56.1*, -5.9, 0.868, 14.4, 13.2
COc1cc(/C(C)=N/NC(=S)NC(C)C)cc(OC)c1OC
  0.968, -2.7, 0.7, 3.5, 0.0, 0.0, 1.07, 3.2, -6.7
CC1CN(Cc2cc(=O)n3ccsc3n2)CC(C)O1 (stereo not given)
  0.792, 1.3, -1.8, -2.8, -2.9, -2.2, 1.04, 20.8, -3.7
CCN(Cc1ccccc1)C(=O)c1cccc(S(=O)(=O)N2CCN(c3ccc(F)cc3)CC2)c1
  0.972, 1.1, 3.4, -0.6, -11.6, -6.5, 1.01, 2.8, -1.5
CCn1c(SCC(=O)Nc2ccc(N3CCOCC3)cc2)nnc1-c1ccc(OC)cc1
  1.03, -3.1, 7.8, 1.1, 1.0, -2.8, 1.17, -3.2, -17.0
NCCOc1ccc(C23CC4CC(CC(C4)C2)C3)cc1
  1.01, -1.1, 76.2*, -0.9, -5.1, -6.1, 1.08, -1.5, -7.9
CCC(=O)NCc1ccc2[nH]c(C)cc2c1
  0.937, -1.4, 0.7, -1.7, -5.6, 3.6, 1.1, 6.3, -10.2
COc1cc(C(=O)N2CCN(Cc3ccccn3)CC2)cc(OC)c1OC
  0.927, 0.9, 0.8, 2.3, -0.4, -2.5, 1.02, 7.3, -1.7
COc1cc(-c2nnc3sc(Cc4ccc(Cl)cc4)nn23)cc(OC)c1OC
  0.859, -11.6, 6.8, 0.1, 11.4, -2.3, 0.911, 14.1, 8.9
O=S(=O)(c1ccccc1)N1CCN(S(=O)(=O)c2ccccc2)C1
  0.938, 0.7, -0.6, -1.8, -2.3, -0.8, 1.1, 6.2, -10.1
COc1cccc(N2CCN(C(=O)/C=C/c3ccco3)CC2)c1
  1.1, -0.9, 0.3, 20.0, 2.5, -2.1, 1.22, -9.7, -21.9
O=C(CSc1ccccc1F)NCC1(N2CCCCC2)CCCCC1
  1.07, -0.3, -0.1, -0.7, -4.4, -0.9, 0.888, -6.6, 11.2
Cc1nn(-c2ccccc2)c(C)c1C(=O)OCC(=O)N(C)c1ccccc1
  1, 0.9, -0.5, 0.0, -3.3, -0.5, 1.04, -0.1, -3.7
O=C(Nc1ccccc1)N(CCN1CCOCC1)Cc1ccccc1F
  0.955, -3.8, -0.7, -1.8, -4.8, -0.3, 0.85, 4.5, 15.0
COC(=O)c1ccc(COc2cc([N+](=O)[O-])cc3cccnc23)cc1
  1.02, -1.2, ·, 4.0, -0.4, -3.0, 1.14, -2.3, -13.6
COc1ccccc1C1=NOC(COC(=O)c2ccc(Br)cc2)C1 (stereo not given)
  0.949, 1.9, 0.4, -5.4, 0.2, -0.1, 1.16, 5.1, -16.2
CCCC[C@@H]1CNC(=O)C(=O)N1CCc1cccc2ccccc12
  0.962, ·, ·, 0.3, -6.3, -3.2, 0.934, 3.8, 6.6
O=C(O)CCCCOn1ccnc1
  1.06, -3.2, 0.0, -4.3, -6.6, 1.0, 0.976, -5.6, 2.4
O=[N+]([O-])c1ccc(N2CCSCC2)cc1
  0.997, 1.2, -1.4, -3.1, -11.2, 0.6, 0.963, 0.3, 3.7
CCCOP(=O)(c1ccc(N(C)C)cc1)C(O)c1cc(OC)ccc1OC (stereo not given)
  0.999, 0.5, -0.9, -2.4, -7.1, 1.6, 0.989, 0.1, 1.0
COc1cccc(/C=N/NC(=O)c2nnn(-c3nonc3N)c2C(C)C)c1OCc1ccc(F)cc1
  0.918, 5.5, -2.3, 3.5, -1.5, -3.9, 1.02, 8.2, -2.3
COc1cccc(NC(=O)CN(C)CC(=O)Nc2ccc(Br)cc2)c1
  1.03, 1.9, 2.5, -3.6, -10.8, -3.5, 0.981, -3.3, 1.9
CCS(=O)(=O)N1CCCC(C(=O)NCC2CCCO2)C1 (stereo not given)
  0.996, -2.0, -6.1, 3.6, -3.5, -6.2, 0.895, 0.4, 10.5
CCCn1nnnc1NCc1ccc(OC)cc1OC
  1.04, 0.3, -0.2, -5.5, -2.9, -2.5, 1.16, -3.6, -16.0
CC(C)CC(=O)NCCCCc1ccccc1
  1.05, -4.7, -0.2, 1.6, -5.1, 0.0, 1.07, -5.1, -7.0
O=C(c1ccccc1S(=O)(=O)NCC(O)COc1ccc([N+](=O)[O-])cc1)N1CCCCC1 (stereo not given)
  1.02, 0.3, 1.4, -1.8, -2.4, -0.1, 1.1, -2.0, -10.4
Cc1ccc(N(CC(=O)NCc2ccc(F)cc2)C(=O)c2ccco2)cc1C
  1.07, -0.6, -0.9, 1.8, -1.4, -1.6, 0.962, -7.5, 3.8
O=S(=O)(c1ccc(Cl)nc1)N1CCc2ccccc21
  0.905, 0.5, 0.8, -1.8, -3.4, 0.2, 1.03, 9.5, -3.4
O=C(Nc1ccccc1N1CCCC1)C1CCN(S(=O)(=O)c2ccc(F)cc2)CC1
  1.02, 0.8, -0.2, 4.0, -5.3, -0.1, 1, -2.1, -0.3
O=C(CCNc1n[nH]c(=O)[nH]c1=O)N/N=C/c1ccc(C(F)(F)F)cc1
  1.05, -0.2, -1.5, 0.3, 1.1, -2.7, 0.896, -4.9, 10.4
COC(=O)Cn1c(=O)c(=O)n(CC(=O)OC)c2ccccc21
  0.968, -0.5, -2.3, -2.6, -5.0, -4.0, 0.968, 3.2, 3.2
Cc1cc(C(=O)COC(=O)c2ccc(Br)o2)c(C)n1Cc1ccco1
  1.1, ·, ·, 2.6, -7.9, 0.3, 1.01, -10.5, -1.0
COc1ccc(CNC(=O)COC(=O)c2sccc2C)cc1OC
  0.959, 5.9, 1.0, -1.6, -3.1, -3.3, 0.838, 4.1, 16.2
COc1cc(NC(=O)CCc2c(C)nn(-c3ccc(N4CCOCC4)nn3)c2C)cc(OC)c1OC
  1, -2.6, 2.4, -0.3, -4.6, 2.5, 1.2, -0.3, -20.3
Cn1nc(C(=O)Nc2ccc(S(=O)(=O)N3CCCC3)cc2)ccc1=O
  1.07, 0.1, 6.3, 4.0, 1.1, 0.5, 0.951, -7.2, 4.9
C/C(=N/Nc1nc(-c2ccccc2F)nc2ccccc12)c1ccccc1O
  1.04, -4.7, 4.2, -15.1, -13.6, -3.9, 1.42, -3.9, -42.3
COc1ccc(CN2CCC(N3CC(C)OC(C)C3)CC2)c(OC)c1OC (stereo not given)
  1.04, -0.9, 0.4, -3.5, -4.4, 1.4, 1.09, -4.3, -8.7
CCc1ccc(NC(=O)C(=O)NNC(=O)c2cccc(OC)c2)cc1
  0.934, -32.4, 2.5, -2.1, -9.0, -3.0, 1.75, 6.6, -75.2
Cc1cc(C)nc(N=Nc2c(O)n(Cc3ccc(Cl)cc3)c3ccccc23)n1
  0.838, -1.0, -0.1, 3.1, -3.2, -1.1, 0.93, 16.2, 7.0
COc1ccc(OCC(=O)Nc2ccc(S(=O)(=O)N(C)c3ccccc3)cc2)cc1
  1.2, -7.6, 0.0, -0.5, -7.7, 2.2, 1.18, -20.2, -17.5
O=C(COC(=O)c1ccccc1)c1ccc2c(c1)OCCO2
  0.896, 0.2, -1.1, -0.2, -6.4, -6.4, 1.05, 10.4, -5.4
Cc1cc(C(C#N)c2ccccc2)n2ncnc2n1 (stereo not given)
  1, 3.1, -1.1, -0.2, 0.2, 1.6, 0.94, -0.5, 6.0
O=S(=O)(NCCc1ccncc1)c1cc(Br)ccc1F
  0.943, 5.9, -1.7, -2.6, -1.4, 0.1, 1.15, 5.7, -14.8
CCOc1ccc(Nc2c3ccccc3nc3ccccc23)cc1
  0.97, -0.9, 95.5*, -4.5, -2.6, -7.5, 0.936, 3.0, 6.4

(cont.)
Results follow in this order: mIAP act, GRIN3A LBD mod, MPTP block, A3A deaminase, A3G deaminase, beta cell repl, hIAP activ, mIAP inh, hIAP block
COc1cccc(NC(=O)CN(C)C(=O)CSC(=S)N2CCCC2)c1
  0.966, 0.5, -0.1, -2.7, -5.8, 7.5, 0.995, 3.4, 0.5
CCN(CC)S(=O)(=O)c1ccc(-c2nnc(SCC(=O)N3c4ccccc4CC3C)n2CC)cc1 (stereo not given)
  0.962, 1.0, 5.3, 1.8, -8.2, -2.5, 0.968, 3.8, 3.2
Cc1ccnc(NC(=O)c2ccc3c(c2)C(=O)N(CC2CCCO2)C3=O)c1 (stereo not given)
  0.937, 2.9, 1.1, 0.0, -12.7, -0.3, 0.914, 6.3, 8.6
CN1CCN(/N=C/c2nc(-c3ccccc3Cl)n3ccccc23)CC1
  1.07, -2.2, -1.6, 1.5, -5.7, -0.4, 0.954, -7.5, 4.6
COC(=O)c1cc[n+](CC(=O)c2ccccc2)cc1
  1.01, -0.2, 0.9, 1.2, 4.8, -2.3, 1, -1.4, -0.2

Bioassay records as filed in PubChem.
